Screens from PubChem.
RNase H inhibition: RNase H inhibition, HIV 1 Gag Pol polyprotein, FRET biochemical assay, screening (AID 372); HIV-1 RT RNase H, FRET RNA/DNA substrate fluorescence; higher % means a stronger effect; 100,000 tested, 0.77% active; one-dose inhibition, % at 10 µM; IC50 in µM for titrated hits; in the data active = inhibition above about 50%
Numbers without * were called inactive. This is a subset; count on the stated rates, not on these rows.

No.	SMILES	RNase H inhibition
1	COc1ccccc1N1C(=O)C2C(C1=O)C1(C)c3ccccc3C2(C)c2ccccc21 (centres undefined)	10.0%
2	Cc1nc(C)c(/C(O)=C/c2nc3ccccc3[nH]c2=O)s1	11.0%
3	COc1ccc(/C=C2\SC(=S)N(C(C(=O)O)C(C)C)C2=O)cc1OC (centres undefined)	5.0%
4	CCOc1cc(/C=C2\SC(N)=NC2=O)cc(Br)c1OCc1ccc(F)cc1	24.0%
5	CC(C)(C)OC(=O)NNC(=O)C12CC3CC(CC(C3)C1)C2	5.0%
6	Cc1sc(N/N=C/c2ccccc2)nc1-c1ccccc1	8.0%
7	CCOC(=O)C1=C(c2ccccc2)S/C(=C2/C(=S)C(C)(C)Nc3ccc(C)cc32)S1	21.0%
8	N#Cc1ccccc1N=Cc1ccc(Cl)cc1Cl	0.0%
9	O=C1C2C3C=CC(C3=C3CCCCC3)C2C(=O)N1c1ccc(Cl)c(Cl)c1 (centres undefined)	1.0%
10	O=C(N=Nc1c(O)n(CN2CCCCC2)c2ccccc12)c1ccncc1	0.0%
11	C#CCSc1nc2ccccc2n1C(=O)/C=C/c1ccco1	15.0%
12	CN(C)c1ccc(CNC(=O)C(O)(c2ccc(F)cc2)c2ccc(F)cc2)cc1	16.0%
13	CC(=O)Cc1c(C(=O)O)c(C)nn1-c1ccccc1	0.0%
14	CCOc1ccccc1NC(=O)CC1Sc2ccc(C(F)(F)F)cc2NC1=O (centres undefined)	0.0%
15	CCOc1cc(/C=C2/SC(=S)N(CC)C2=O)ccc1OCc1ccc(Cl)cc1	7.0%

New compounds follow.
No.	SMILES	RNase H inhibition
16	CCOC(=O)C1=C(C)N=c2s/c(=C\c3cccnc3)c(=O)n2C1c1ccc(SC)cc1 (centres undefined)	17.0%
17	Cc1cc2nn(-c3ccccc3)nc2cc1NC(=O)c1cc(I)ccc1Cl	5.0%
18	C/C(=N\Nc1nc(Cl)c(C#N)c(Cl)c1Cl)c1ccc(N)cc1	12.0%
19	O=C(Nc1ccc(Oc2ccc(NC(=O)C3CCCCC3)cc2)cc1)C1CCCCC1	13.0%
20	O=C(Nc1cccc2ccccc12)NC(c1ccccc1)c1ccccc1	13.0%
21	O=C(NCC1(c2ccccc2)CCOCC1)c1cccc(Cl)c1	4.0%
22	C/C(=N\NC(=O)c1ccc(F)cc1)c1ccc([N+](=O)[O-])cc1	1.0%
23	CC(C)C(C(=O)Nc1ccccc1C(F)(F)F)N1C(=O)c2ccccc2C1=O (centres undefined)	3.0%
24	Fc1ccccc1N1CCN(CC(c2ccccc2)c2ccccc2)CC1	11.0%
25	Cc1cccc(N2CCN(Cc3c4ccccc4cc4ccccc34)CC2)c1C	15.0%
26	CC(C)=C1C(=O)NN(c2ccc(Br)cc2)C1=O	0.0%
27	COc1ccc(CCNC(=O)C2CN(S(=O)(=O)c3ccccc3)CCN2S(=O)(=O)c2ccccc2)cc1OC (centres undefined)	0.0%
28	O=[N+]([O-])c1ccccc1S(=O)(=O)Nc1ccccc1	4.0%
29	COc1cc(C2Oc3ccccc3C3CC(c4ccccc4)=NN32)cc(OC)c1OC (centres undefined)	16.0%
30	O=C(CSc1nnc(-c2ccc(Cl)cc2)n1C1CCCCC1)c1ccc(Cl)cc1	7.0%

Continuation:
No.	SMILES	RNase H inhibition
31	CCOc1ccc(NC(=O)CSc2nc3ccccc3[nH]2)cc1	10.0%
32	C=CCc1ccc(OCCCCOc2ccc(Cl)cc2)c(OC)c1	26.0%
33	Cc1ccc(N2C(=O)C(=O)/C(=C(/O)c3ccccc3)C2c2ccc(N(C)C)cc2)cc1 (centres undefined)	12.0%
34	Cc1ccc(C(=O)NC(=S)NCCCN2CCOCC2)cc1	1.0%
35	CC1=C(C(=O)OCc2ccccc2)C(c2ccccc2Cl)C2=C(CCCC2=O)N1 (centres undefined)	6.0%
36	CCCCOC(=O)c1ccc(NC(=S)NC(=O)c2cccc(Br)c2)cc1	22.0%
37	COc1ccc(Cl)cc1NS(=O)(=O)c1cccc([N+](=O)[O-])c1	17.0%
38	O=S(=O)(c1cccc(Cl)c1Cl)N1CCCCC1	0.0%
39	Cc1ccc2cc(C)c(NCCO)nc2c1	5.0%
40	O=[N+]([O-])c1cccc(/C=N/Nc2c(Cl)cc(Cl)cc2Cl)c1	17.0%
41	C/C(=N/NC(=O)C1COc2cc3ccccc3cc2O1)c1ccc([N+](=O)[O-])cc1 (centres undefined)	10.0%
42	COc1cccc(OCCCOc2ccccc2[N+](=O)[O-])c1	14.0%
43	N/C(=N\OC(=O)c1ccccc1I)c1cccnc1	7.0%
44	Cc1nnc(N/N=C/c2ccccc2Br)[nH]c1=O	4.0%
45	CCOC(=O)/C(C(=O)Nc1ccc(Br)cc1)=C1\NC(C)(C)Cc2ccccc21	11.0%

(cont.)
No.	SMILES	RNase H inhibition
46	COc1ccc(C2/C(=C(/O)c3ccc(Cl)cc3)C(=O)C(=O)N2c2ccc(Br)cn2)cc1 (centres undefined)	0.0%
47	CC(C)C(=O)NNC(=O)C12CC3CC(CC(C3)C1)C2	10.0%
48	COc1ccc(NC(=O)c2cc3cc(OC)ccc3oc2=O)cc1	15.0%
49	O=C1S/C(=C\c2ccc(-c3ccc([N+](=O)[O-])cc3)o2)C(=O)N1c1ccccc1	49.0%
50	C=CCN1C(=O)/C(=C/c2cn(Cc3ccccc3C)c3ccccc23)SC1=S	17.0%
51	Clc1ccc(Oc2cccc(CN3CCN(c4ccc(Cl)cc4)CC3)c2)cc1	11.0%
52	CCCc1ccc(Oc2c(C)oc3cc(OC(C)=O)ccc3c2=O)cc1	17.0%
53	Cn1c(NCc2cc(Br)ccc2O)nc2ccccc21	16.0%
54	O=C(CSc1nc2ccccc2[nH]1)c1ccc2ccccc2c1	14.0%
55	O=C(Nc1ccc(Cl)cc1)c1ccccc1N(Cc1ccccc1)S(=O)(=O)c1ccccc1	23.0%
56	O=C1C=C(Nc2ccccc2)C(=O)N1c1ccccc1Cl	9.0%
57	COc1cccc(C(=O)NC(=S)Nc2ccc(N3CCOCC3)c(Cl)c2)c1	32.0%
58	O=C1OC(c2ccc(Br)cc2)=N/C1=C/c1ccc(Cl)cc1Cl	2.0%
59	CS(=O)(=O)N/N=C/c1ccc2c(c1)OCO2	0.0%
60	C#CCOc1c(CC=C)cc(C=O)cc1OCC	18.0%

Carrying on.
No.	SMILES	RNase H inhibition
61	COc1ccc(S(=O)(=O)N(CCc2ccccc2)CC(=O)Nc2ccc3c(c2)OCO3)cc1	0.0%
62	CSc1ccc(/C=N/NC(=O)C2CC2)cc1	0.0%
63	CC/C(=N\NC(=O)c1ccc(Br)o1)c1ccc(Cl)cc1	0.0%
64	O=C(Nc1ccc(Cl)c(Cl)c1)c1ccc(Cl)c(Cl)c1	8.0%
65	C/C(=N\NC(=O)c1ccc(C(=O)N/N=C(\C)c2ccc(Br)cc2)cc1)c1ccc(Br)cc1	12.0%
66	CCOC(=O)C(C#N)C1(c2ccc(OC)cc2)CCOC(C)(C)C1 (centres undefined)	8.0%
67	O=C(O)CC(NC(=O)COc1ccc(Cl)cc1Cl)C(=O)O (centres undefined)	0.0%
68	O=C1NC(=S)N(c2ccccc2)C(=O)/C1=C/c1ccc(-c2ccc(Cl)c(C(=O)O)c2)o1	7.0%
69	COc1cc(-c2nc(-c3ccccc3)c(-c3ccccc3)[nH]2)ccc1O	24.0%
70	O=c1[nH]c(=O)n(Cc2ccccc2)c(O)c1C=Nc1ccc(F)cc1	22.0%
71	O=[N+]([O-])c1ccc(OCCN2CCCC2)cc1	1.0%
72	CCOc1ccc(-n2nc3ccc(NC(=O)c4ccc(C)c([N+](=O)[O-])c4)cc3n2)cc1	17.0%
73	CC[n+]1ccc(C(=O)Nc2cccc(C(=O)OC)c2)cc1	8.0%
74	COc1ccc(N=Cc2c(O)n(-c3ccc(OC)cc3)c(=O)c3ccccc23)cc1	14.0%
75	CCOc1ccc2nc(SCC(=O)Nc3ccccc3OCC)sc2c1	27.0%

Other compounds follow.
No.	SMILES	RNase H inhibition
76	O=C(NC1CCS(=O)(=O)C1)c1ccco1 (centres undefined)	3.0%
77	COC(C(=O)Nc1cc(Cl)ccc1C)c1ccccc1 (centres undefined)	5.0%
78	Cc1ccc(N)cc1NC(=O)c1ccccc1	11.0%
79	CCOC(=O)c1c(-c2cccs2)csc1N	27.0%
80	CC(=O)c1cccc(NC(=O)c2ccccc2)c1	5.0%
81	O=C1NC(=S)N(c2ccc(Br)cc2)C(=O)/C1=C/C=C/c1ccco1	16.0%
82	Cc1cc(C)nc(SCC(=O)N2c3ccccc3Sc3ccc(Cl)cc32)n1	15.0%
83	CCCCC1CCC(C(=O)Oc2ccc(OCC)cc2)CC1 (centres undefined)	7.0%
84	CN(C)c1ncnc2c1ncn2[C@@H]1OC(CO)C(O)C1O (some centres undefined)	0.0%
85	CCOc1cc(/C=C2\SC(N)=NC2=O)ccc1OCCOCCOc1ccc(C)cc1	25.0%
86	Cc1cc([N+](=O)[O-])ccc1N[C@@H]1C[C@H](O)[C@@H](CO)O1	4.0%
87	CCOc1ccc(-n2nc3ccc(NC(=O)c4ccc(Cl)cc4)cc3n2)cc1	19.0%
88	O=C1C=C(NCc2ccc(Cl)c(Cl)c2)C2(CCCCC2)O1	5.0%
89	CCN(CC)S(=O)(=O)c1ccc(N=Cc2c(C)[nH]n(-c3ccc(C)c(C)c3)c2=O)cc1	9.0%
90	Cc1ccc(N2CCN(C(=O)Nc3ccc(Cl)cc3Cl)CC2)cc1	13.0%

(continued)
No.	SMILES	RNase H inhibition
91	CCOC(=O)c1ccccc1NC(=O)CN(c1ccccc1OC)S(=O)(=O)c1ccccc1	4.0%
92	O=C(NCCN1CCOCC1)c1cc(-c2ccc(Br)cc2)nc2ccccc12	0.0%
93	O=C1N/C(=N/N=C/c2ccccc2)SC1Cc1cc(Cl)ccc1Cl (centres undefined)	11.0%
94	O=C(Nc1ccccc1O)c1ccc(Cl)c([N+](=O)[O-])c1	14.0%
95	CN(C)CC(Oc1ccc(Cl)cc1)C(=O)O (centres undefined)	6.0%
96	COc1cc2c(cc1NC(=O)Cc1ccc([N+](=O)[O-])cc1)oc1ccccc12	20.0%
97	O=C(/C=C\c1ccc(-c2ccccc2[N+](=O)[O-])o1)Nc1ccc(F)cc1	12.0%
98	CCc1cc(OCCCOc2cccc(OC)c2)ccc1Cl	22.0%
99	c1ccc(-c2nc(-c3ccncc3)sc2-c2ccccc2)cc1	8.0%
100	COc1ccc(N(CC(=O)N2CCCC2)S(=O)(=O)c2ccc(C)cc2)c(OC)c1	8.0%
101	O=C(Nc1ccc2oc(-c3ccc(F)cc3)nc2c1)c1ccc(Br)o1	47.0%
102	N#C/C(=C\c1ccc(-c2ccc([N+](=O)[O-])cc2Br)o1)C(N)=O	22.0%
103	O=S1(=O)N=C(Oc2ccc(-c3ccccc3)cc2)c2ccccc21	23.0%
104	COc1cc(/C=C(\C#N)C(=O)Nc2ccc(C)c(Cl)c2)ccc1OCC(N)=O	2.0%
105	O=[N+]([O-])c1ccc(Nc2ccc(Oc3ccccc3)cc2)c2nonc12	32.0%

Remaining list, next part
No.	SMILES	RNase H inhibition
106	Cn1c(=O)c([N+](=O)[O-])c(NCCCO)c2ccccc21	0.0%
107	Cc1cc(C)nc(NS(=O)(=O)c2ccc(NC(=O)c3ccccc3Cl)cc2)n1	6.0%
108	Cc1ccc(OCC(=O)N/N=C\c2ccncc2)cc1	4.0%
109	Cc1nc(-c2ccccc2)sc1C(=O)Nc1ccc(-c2cn3ccccc3n2)cc1	6.0%
110	COc1ccc(C(=O)/C=C/c2ccc(-c3ccc(Cl)cc3Cl)o2)cc1	8.0%
111	Cc1cccc2c(Nc3ccccc3)c3ccccc3nc12	17.0%
112	Cc1cc2ncn(C(=O)c3ccco3)c2cc1C	6.0%
113	Cc1ccc(/C=N/NC(=O)c2ccc(F)cc2)s1	7.0%
114	CCN(CC)c1ccc(/C=N/NC(=O)c2ccc(OCc3ccccc3)cc2)cc1	5.0%
115	Cc1ccc(C(=O)c2ccccc2)cc1[N+](=O)[O-]	21.0%
116	O=C(CN(c1ccccc1)S(=O)(=O)c1ccccc1[N+](=O)[O-])Nc1cc(Cl)cc(Cl)c1	5.0%
117	COc1c(Cl)cc(C(=O)Nc2cccc(-c3nc4cc(C)cc(C)c4o3)c2C)cc1Cl	34.0%
118	Cc1ccc(NC2CC(=O)N(c3cccc(Cl)c3)C2=O)cc1 (centres undefined)	12.0%
119	COc1ccc(CCNC(=O)C2CC2(c2cccc(C)c2)c2cccc(C)c2)cc1OC (centres undefined)	11.0%
120	COc1cccc(/C=N/NC(=O)CSc2ccc3ccccc3n2)c1	17.0%

Overlap with the part before: 4 compounds, followed by the next part.
No.	SMILES	RNase H inhibition
117	COc1c(Cl)cc(C(=O)Nc2cccc(-c3nc4cc(C)cc(C)c4o3)c2C)cc1Cl	34.0%
118	Cc1ccc(NC2CC(=O)N(c3cccc(Cl)c3)C2=O)cc1 (centres undefined)	12.0%
119	COc1ccc(CCNC(=O)C2CC2(c2cccc(C)c2)c2cccc(C)c2)cc1OC (centres undefined)	11.0%
120	COc1cccc(/C=N/NC(=O)CSc2ccc3ccccc3n2)c1	17.0%
121	CCNC(=S)NCCN1CCCCC1	0.0%
122	O=C(O)CCC(=O)Nc1cccc(C(=O)/C=C/c2ccc(/C=C/C(=O)c3cccc(NC(=O)CCC(=O)O)c3)cc2)c1	7.0%
123	CC(C)(C)NC(=O)c1cc(-c2ccccc2)n(-c2ccccc2)n1	1.0%
124	CCOC(=O)c1ccc(NC(=O)c2ccc(-c3ccc(Cl)c(Cl)c3)o2)cc1	10.0%
125	O=C(COc1ccc(Cl)cc1Cl)Oc1ccc2c3c(c(=O)oc2c1)CCC3	0.0%
126	CCCOC(=O)C1=C(C)N(C)C(=O)NC1c1cc(Br)c(O)c(OC)c1 (centres undefined)	11.0%
127	CC(C)c1ccc(N2C(=O)NC(=O)/C(=C/c3cccc(O)c3)C2=O)cc1	2.0%
128	Cc1ccc(NC2=C(Cl)C(=O)N(Cc3ccccc3)C2=O)cc1C	15.0%
129	O=C(/C=C/c1ccccc1)NC(=S)Nc1ccc([N+](=O)[O-])cc1Cl	20.0%
130	Cc1c(Cl)cccc1NC(=O)c1cc2c(C)nn(-c3ccccc3)c2s1	20.0%
131	Cc1cc(/C=C(\C#N)C(=O)Nc2ccccc2)c(C)n1C1CCCCC1	5.0%
132	CCOc1ccc(N=Cc2ccc3ccccc3c2)cc1	12.0%
133	CCN1C(=O)/C(=C/c2ccc(OCCOc3ccc(OC)cc3)c(OC)c2)SC1=S	14.0%
